High-throughput results as filed in PubChem BioAssay.
CHRM5 agonist – human M5 muscarinic receptor agonists, primary screen, CHO-K1 cells, Fluo-8 calcium fluorescence. Muscarinic acetylcholine receptor M5 (Homo sapiens), P08912. CHO-K1 hM5 cells; 0% DMSO wells, 100% maximal acetylcholine response. activation, % at 3 µM. 360,000 compounds, 0.19% hits. AID 624037, 2012;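 active = activation above the run's mean over test compounds plus 3 SD, cut at about 23% in these data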;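 also: signal is peak over basal fluorescence ratio across the kinetic read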
Target sequence (P08912 whole entry, looked up): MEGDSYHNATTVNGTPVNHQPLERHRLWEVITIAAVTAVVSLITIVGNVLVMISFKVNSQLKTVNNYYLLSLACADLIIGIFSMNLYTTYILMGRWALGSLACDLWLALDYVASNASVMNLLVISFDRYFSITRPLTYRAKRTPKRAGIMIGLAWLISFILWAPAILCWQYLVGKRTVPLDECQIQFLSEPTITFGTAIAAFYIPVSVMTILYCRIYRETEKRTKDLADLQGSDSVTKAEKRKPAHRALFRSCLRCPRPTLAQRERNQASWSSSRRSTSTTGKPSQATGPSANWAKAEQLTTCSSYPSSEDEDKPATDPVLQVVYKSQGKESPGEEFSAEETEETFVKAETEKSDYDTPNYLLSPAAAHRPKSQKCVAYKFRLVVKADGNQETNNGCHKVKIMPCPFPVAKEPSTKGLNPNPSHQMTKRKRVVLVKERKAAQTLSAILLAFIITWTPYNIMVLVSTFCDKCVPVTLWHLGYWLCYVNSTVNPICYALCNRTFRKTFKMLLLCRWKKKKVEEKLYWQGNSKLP
CHRM4 agonist – human M4 muscarinic receptor agonists, primary screen, CHO-K1 cells, Fluo-8 calcium fluorescence; 360,000 compounds, 0.14% hits; activation, % at 3 µM; Muscarinic acetylcholine receptor M4 (Homo sapiens), P08173; AID 624127, 2012; CHO-K1 hM4/Gqi5; vehicle 0%, full acetylcholine response 100%;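 active = activation above the run mean over all test wells plus 3 SD, cut at about 32% in these data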;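 also: peak over basal fluorescence ratio per well then scaled between controls; 0% = DMSO wells and 100% = acetylcholine at EC100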
Target sequence (P08173 whole entry, looked up): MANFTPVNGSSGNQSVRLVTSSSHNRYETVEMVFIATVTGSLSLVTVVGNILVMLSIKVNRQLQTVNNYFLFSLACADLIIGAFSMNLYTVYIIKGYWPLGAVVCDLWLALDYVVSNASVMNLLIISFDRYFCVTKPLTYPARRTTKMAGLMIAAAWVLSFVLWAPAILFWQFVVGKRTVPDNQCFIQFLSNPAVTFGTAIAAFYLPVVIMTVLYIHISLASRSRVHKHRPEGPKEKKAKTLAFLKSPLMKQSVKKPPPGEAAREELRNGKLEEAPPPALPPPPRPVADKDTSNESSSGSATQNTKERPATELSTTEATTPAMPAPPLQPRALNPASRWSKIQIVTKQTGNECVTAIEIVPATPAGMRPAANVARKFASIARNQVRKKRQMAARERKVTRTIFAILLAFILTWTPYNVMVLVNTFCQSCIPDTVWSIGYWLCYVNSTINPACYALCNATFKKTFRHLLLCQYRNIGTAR
M1 antag – human M1 muscarinic receptor antagonists, primary screen, CHO-K1 cells, Fluo-8 calcium fluorescence, 1536-well; inhibition, % at 3 µM; CHO-K1 hM1, ACh EC80 antagonist; 360,000 compounds, 1.3% hits; Muscarinic acetylcholine receptor M1 (Homo sapiens), P11229;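 active = percent inhibition above its own plate's cutoff, namely the mean of that plate's compound wells plus 3 SD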;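 also: peak over basal fluorescence ratio during 140 s after agonist addition; 0% = ACh EC80 plus DMSO and 100% = DMSO alone without agonist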
M5 PAM – human M5 muscarinic receptor positive allosteric modulators, primary screen, CHO-K1 cells, Fluo-8 calcium fluorescence; CHO-K1 hM5, ACh EC20 PAM; 0% = ACh EC20, 100% = ACh EC100; activation, % at 3 µM; 360,000 compounds, 0.3% hits; AID 624038, 2012;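 active = activation above the run cutoff, the mean activation of all test compounds plus 3 SD, cut at about 18% in these data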
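Test system: CHO-K1 hM5 cells / Doses: single-point, 3 µM nominal / Times: Post-acetylcholine fluorescence recording 140 s / Technique: Fluo-8 calcium fluorescence / Measure: Max/basal fluorescence ratio as % of EC20–EC100 ACh window / Benchmarks: low control EC20 acetylcholine (0%), high control EC100 acetylcholine (100%) / Replicates: one well per compound, no replicates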
M5 antag – human M5 muscarinic receptor antagonists, primary screen, CHO cells, Fluo-8 calcium fluorescence; Muscarinic acetylcholine receptor M5 (Homo sapiens), P08912; CHO-hM5 cells, ACh EC80; inhibition, % at 3 µM; 360,000 compounds, 0.59% hits;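 active = inhibition above a per-plate cutoff, the mean of that plate's test compounds plus 3 SD, cut at about 27% in these data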;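 also: 0% = acetylcholine EC80 with DMSO and 100% = DMSO without agonist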
CHRM4 antagonist – human M4 muscarinic receptor antagonists, primary screen, CHO cells, Fluo-8 calcium fluorescence. CHO-hM4 cells, ACh EC80. Muscarinic acetylcholine receptor M4 (Homo sapiens), P08173. 360,000 compounds, 0.73% hits. AID 624125, 2012. inhibition, % at 3 µM;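 active = inhibition above its plate's cutoff, the mean inhibition of sample wells plus 3 SD, cut at about 27% in these data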;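 also: 0% = acetylcholine EC80 with DMSO and 100% = DMSO without agonist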
CHRM1 PAM – human M1 muscarinic receptor positive allosteric modulators, primary screen, CHO-K1 cells, Fluo-8 calcium fluorescence, 1536-well; Muscarinic acetylcholine receptor M1 (Homo sapiens), P11229; CHO-K1 hM1, ACh EC20; 0% = ACh EC20, 100% = maximal ACh; activation, % at 3 µM; 360,000 compounds, 0.088% hits; AID 588819, 2011; in the data active = activation above about 19%, passing the limit was not always enough
M1 ag – human M1 muscarinic receptor agonists, primary screen, Fluo-8 calcium fluorescence, CHO-K1 cells, HTS | Muscarinic acetylcholine receptor M1 (Homo sapiens), P11229 | CHO-K1 hM1, agonist mode; 0% DMSO, 100% acetylcholine EC100 | activation, % at 3 µM | 360,000 compounds, 0.33% hits | AID 588814, 2011;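 active = activation above the run's mean compound activation plus 3 SD, cut at about 16% in these data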;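 also: peak over basal fluorescence ratio within a 140 s kinetic read after compound addition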
TAAR1 ag – human TAAR1 agonists, primary screen, Fluo-8 calcium fluorescence, CHO RD-HGA16 cells. vehicle wells 0%, saturating PEA agonist 100%. activation, % at 3 µM. 360,000 compounds, 0.99% hits. AID 624467, 2012;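 active = activation above the mean activation of all test compounds in the run plus 3 SD, cut at about 38% in these data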
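Assay system: CHO-derived RD-HGA16 cells with stable Gα16 and human TAAR1; timing: 17-24 h seeding, 75 min 37 °C dye, 30 min RT; read-out: % activation from peak over basal fluorescence ratio, DMSO-to-PEA scaled; measured by: kinetic Fluo-8 calcium fluorescence; benchmarks: low control DMSO, high control PEA (EC100); doses: 3 µM single concentration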
An asterisk follows results filed as active.

SMILES	CHRM5 agonist	CHRM4 agonist	M1 antag	M5 PAM	M5 antag	CHRM4 antagonist	CHRM1 PAM	M1 ag	TAAR1 ag
CCN(CC)C(=O)c1ccc(NC(=O)c2cccc(C(F)(F)F)c2)cc1	1	7	-6	-6	9	2	7	-4	1
COC(=O)c1ccc(N=C(c2ccccc2)c2c(O)n(C)c(=O)n(C)c2=O)cc1	2	12	2	-20	15	4	0	-5	2
COC1C(O)C(C)OC(OC2C(Oc3cccc4c(O)c5c(=O)oc6ccc(C)c7c(=O)oc(c34)c5c67)OC(C)C(O)C2O)C1O (stereo not drawn)	0	1	3	5	9	-11	0	-1	1
CCCc1cc(=O)oc2cc(OCC(=O)N3CCN(Cc4ccc5c(c4)OCO5)CC3)ccc12	-4	6	-11	-2	-6	-30	1	-3	5
CCN1C[C@]2(COC)CC[C@H](OC)[C@@]34C5C[C@H]6C(=O)C5[C@](O)(C[C@H]6OC)[C@@](O)(C(OC)C23)[C@@H]14 (stereo partly drawn)	2	1	2	1	7	-8	-5	-3	0
CC12CCC(O)CC1CCC1C2CCC2(C)C(C3=CC(=O)OC3)C(O)CC12O (stereo not drawn)	-3	1	-5	4	5	-5	2	-3	1
CN(C)CCCN=Cc1c(O)n(CCc2ccc(F)cc2)c(=O)[nH]c1=O	-2	0	-7	-1	0	-3	5	-3	0
CCC(=NCC1CCCO1)c1c(O)n(Cc2ccccc2)c(=O)[nH]c1=O (stereo not drawn)	0	2	-1	-1	-3	-11	10	0	8
COC(=O)C1=C(c2ccccc2)C[C@@H]2CC[C@H]1N2C(=O)NCCNC(C)=O	-7	1	3	1	4	-7	-4	-12	4
NC(Cc1ccc(F)cc1)c1csc(Nc2ccccn2)n1 (stereo not drawn)	4	9	-8	-2	2	-8	6	3	40*
Cc1nn(Cc2ccccc2Cl)c(Cl)c1C(=O)O	-5	0	36*	-12	10	-14	2	-4	0
CN(C)Cc1c[nH]c2cc([N+](=O)[O-])ccc12	1	1	-9	-1	13	-6	5	-7	1
COc1ccc(C2CN(C)CC2C(=O)c2ccc(C)cc2)cc1Cl (stereo not drawn)	3	3	-5	-5	9	2	3	-7	8
Cc1cccc(OP(=O)(Oc2cccc(C)c2)OC(c2ccccc2)C(F)(F)F)c1 (stereo not drawn)	-3	-1	2	-7	4	18	-4	-7	0
O=C1Nc2ccccc2/C1=C/c1cnc[nH]1	-3	2	-8	0	-2	-3	3	-7	3
Cc1c(C(=O)Nc2ccccc2)c2cc(O)ccc2n1Cc1ccccc1	0	2	-4	2	2	-4	0	-3	-2
COc1ccc(CN2CCN(C(=O)Cc3ccccc3)CC2)cc1OC	-1	0	-1	1	-3	-2	-2	-5	0
CCSP1(=S)N=C(N2CCOCC2)C(C#N)=C2CCCN21 (stereo not drawn)	-4	0	-12	-6	4	5	8	-5	2
CCSC1=NN1c1cc(C)nc(N)n1	-2	0	-10	9	3	7	6	-3	1
COc1ccc(CCNCc2cccc(C(F)(F)F)c2)cc1OC	-6	2	-2	3	-6	1	5	-16	7
Cc1cc([P+](=O)O)c(C)n1-c1ccc(Br)cc1	1	2	-7	0	-2	-2	6	-5	0
COc1ccc(CN2C(=O)NC(=O)/C(=C/c3cc(OC)c(OC)c(OC)c3)C2=O)cc1	4	1	8	0	7	-7	-1	-1	7
C=Cn1c(P(=S)(N2CCOCC2)N2CCOCC2)cc2c1CCCC2	-4	-2	2	7	-6	1	-4	-8	4
Cc1cc(CN(C)C)c(OC(=O)N(C)C)cc1C	-7	1	-3	-4	1	-2	7	-3	7
O=c1cc(C2CCNCC2)[nH][nH]1	-5	0	-6	-6	-2	-9	4	-2	13
SMILES	CHRM5 agonist	CHRM4 agonist	M1 antag	M5 PAM	M5 antag	CHRM4 antagonist	CHRM1 PAM	M1 ag	TAAR1 ag
COc1ccc(-n2c(O)c(/C=C3\C=Nc4ccc(Br)cc43)c(=O)[nH]c2=O)c(OC)c1	0	3	-18	5	0	-4	16	0	25
CC(Cc1ccccc1)N(C)CC1C(=O)C2CCC1C2 (stereo not drawn)	-7	1	-16	8	4	-30	12	-6	56*
COc1ccc(CN(CCc2c[nH]c3ccccc23)Cc2ccc(OC)cc2)cc1	-12	1	4	-25	8	-10	-10	-6	2
Cn1cccc1CNCCc1ccc(F)cc1	0	1	-7	6	-9	5	2	-7	49*
CS(=O)(=O)c1ccc(C2=C(CNC(=O)c3nccs3)[C@H]3CC[C@@H](C2)N3Cc2ccco2)cc1	-1	1	16	0	5	2	-13	-11	1
Cc1ccc(NC(=O)c2snnc2C)cc1Cl	-4	2	-6	1	-3	15	-8	-2	0
COc1ccccc1OCC(=O)N1CCCC(N(C)Cc2ccccc2)C1 (stereo not drawn)	-6	2	1	12	-7	1	15	-1	4
O=[N+]([O-])c1cnc2ccc3ccccc3c2c1	-4	1	-5	4	6	9	0	-9	0
O=C(O)c1cc2ccccc2oc1=O	4	2	-12	-5	5	4	7	-2	1
Cc1nc2cc([N+](=O)[O-])ccc2c(=O)n1-c1ccccc1[N+](=O)[O-]	1	2	-5	-4	1	0	12	-5	2
CC(=O)O[C@H]1CC[C@@]2(C)[C@H](C1)C(=O)C[C@H]1[C@@H]3CC[C@@H]4[C@@H](CN5C[C@@H](C)CC[C@H]5[C@@]4(C)O)[C@@H]3C[C@@H]12	-7	0	100*	-6	10	65*	-33	-12	-2
CC1=CC(=O)OC2CC3OC4C[C@@H](C)C5OC6CC7O[C@]8(C)C/C=C\C9OC%10CC%11OC(CC(C)CO)CC(O)[C@]%11(C)OC%10CC9OC8C[C@]7(C)O[C@]6(C)CCC5OC4C[C@]3(C)OC12 (stereo partly drawn)	4	3	-5	10	-2	3	8	1	1
Cc1ccc(/C=C2\C(=O)NC(=S)N(c3ccc(F)cc3)C2=O)s1	-3	0	-7	5	6	-3	6	-4	0
COc1ccc(N2CCN(C(CNC(=O)Oc3ccccc3)c3cccnc3)CC2)cc1 (stereo not drawn)	-2	1	-21	10	-6	-15	9	-6	5
CN1C(=O)C(Cc2cccs2)C(=O)N(C)C1=O	3	1	7	1	0	0	-2	-4	5
COC(=O)c1c(C)n(Cc2ccc3c(c2)OCO3)c2ccc(O)cc12	2	9	15	-10	5	8	-9	1	7
N#CC1=C(N)Oc2c(c(=O)oc3ccccc23)C1c1ccc([N+](=O)[O-])o1 (stereo not drawn)	-3	0	-9	7	-2	-10	16	-12	5
CC1(O)C[C@]2(C)N(O)C3CCCC[C@@H]3N2O1 (stereo partly drawn)	0	0	0	1	2	0	5	-2	0
Cc1ccc(OC(=O)N(C)C[C@@H]2OCc3cnnn3CCCC(=O)N([C@@H](C)CO)C[C@@H]2C)cc1	0	2	-12	-2	-13	-29	8	-5	1
O=C(COC(=O)Cc1ccccc1)NNC(=O)c1ccc([N+](=O)[O-])cc1	0	2	-10	1	4	-10	12	-2	2
O=C(NCc1cccnc1)Nc1ccc([N+](=O)[O-])cc1	-3	3	-9	-5	10	-6	10	-1	2
Cc1nc2ccccc2c(=O)n1-c1nccs1	-1	1	-14	-6	5	-20	12	-3	2
O=C(O)C1Cc2ccccc2N2CCCC12 (stereo not drawn)	-4	1	-7	-3	3	-9	-3	-9	0
Cc1cc(S(=O)(=O)NCc2ccccc2)ccc1OCC(=O)N1CCN(C)CC1	2	2	-2	-4	3	-6	1	-9	12
Cc1cc(C(=O)OCC(=O)Nc2ccc(F)cc2)c(C)n1C1CC1	5	2	-8	-8	-1	-4	4	-3	6
O=C(CCC(=O)N1CC2C[C@@H](C1)Cn1c2cccc1=O)NCCc1ccccc1F	0	0	-19	-4	4	-11	11	-3	3
CN1CCN(Cc2ccccc2C(F)(F)F)CC1	-7	1	24	-12	10	5	-9	-6	7
CCC(=NCCC1=CCCCC1)c1c(O)[nH]c(=O)[nH]c1=O	-3	5	-10	-2	0	2	9	-3	7

Copied from the listing for reference:
SMILES	CHRM5 agonist	CHRM4 agonist	M1 antag	M5 PAM	M5 antag	CHRM4 antagonist	CHRM1 PAM	M1 ag	TAAR1 ag
CN1C(=O)C(Cc2cccs2)C(=O)N(C)C1=O	3	1	7	1	0	0	-2	-4	5
COC(=O)c1c(C)n(Cc2ccc3c(c2)OCO3)c2ccc(O)cc12	2	9	15	-10	5	8	-9	1	7
N#CC1=C(N)Oc2c(c(=O)oc3ccccc23)C1c1ccc([N+](=O)[O-])o1 (stereo not drawn)	-3	0	-9	7	-2	-10	16	-12	5
CC1(O)C[C@]2(C)N(O)C3CCCC[C@@H]3N2O1 (stereo partly drawn)	0	0	0	1	2	0	5	-2	0
Cc1ccc(OC(=O)N(C)C[C@@H]2OCc3cnnn3CCCC(=O)N([C@@H](C)CO)C[C@@H]2C)cc1	0	2	-12	-2	-13	-29	8	-5	1
O=C(COC(=O)Cc1ccccc1)NNC(=O)c1ccc([N+](=O)[O-])cc1	0	2	-10	1	4	-10	12	-2	2
O=C(NCc1cccnc1)Nc1ccc([N+](=O)[O-])cc1	-3	3	-9	-5	10	-6	10	-1	2
Cc1nc2ccccc2c(=O)n1-c1nccs1	-1	1	-14	-6	5	-20	12	-3	2
O=C(O)C1Cc2ccccc2N2CCCC12 (stereo not drawn)	-4	1	-7	-3	3	-9	-3	-9	0
Cc1cc(S(=O)(=O)NCc2ccccc2)ccc1OCC(=O)N1CCN(C)CC1	2	2	-2	-4	3	-6	1	-9	12
Cc1cc(C(=O)OCC(=O)Nc2ccc(F)cc2)c(C)n1C1CC1	5	2	-8	-8	-1	-4	4	-3	6
O=C(CCC(=O)N1CC2C[C@@H](C1)Cn1c2cccc1=O)NCCc1ccccc1F	0	0	-19	-4	4	-11	11	-3	3
CN1CCN(Cc2ccccc2C(F)(F)F)CC1	-7	1	24	-12	10	5	-9	-6	7
CCC(=NCCC1=CCCCC1)c1c(O)[nH]c(=O)[nH]c1=O	-3	5	-10	-2	0	2	9	-3	7

A portion of the library, so the mix of outcomes need not match the whole.
